ROS inducer: raises reactive oxygen species in U2OS cancer cells | U2OS ROS induction, H2DCF-DA fluorescence | ROS induction (% of piperlongumine), % at 10 µM | 46,000 tested, 2% active; in the data active = ROS induction above about 79%, passing the limit was not always enough;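 also: 0% = DMSO vehicle median and 100% = reference compound median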
Starred values were filed as active, the others as inactive.

SMILES | ROS inducer
C[C@H]1CN([C@@H](C)CO)C(=O)Cc2cc(NC(=O)c3ccncc3)ccc2O[C@H]1CN(C)CC1CC1 | -15
C[C@@H]1CN([C@@H](C)CO)C(=O)c2cccc(NC(=O)C3CCCCC3)c2O[C@@H]1CN(C)C(=O)Nc1ccc2c(c1)OCO2 | -1
Cc1ccc(C(=O)Nc2ccc3c(c2)OCCO3)cc1 | -1
COc1ccc(NC(=O)Nc2ccc3c(c2)CC(=O)N([C@H](C)CO)C[C@H](C)[C@H](CN(C)Cc2ccc(C(=O)Nc4ccccc4N)cc2)O3)cc1 | 35
Cc1ccc(NC(=O)COc2ccccc2)c(NC(=O)c2ccc(Cl)cc2)c1 | -19
CC1CC(C)(C)Nc2ccc(OC(=O)c3ccco3)cc21 (centres undefined) | 35
C[C@H](CO)N1C[C@H](C)[C@H](CN(C)Cc2ccc(-c3ccccc3)cc2)Oc2ccc(NC(=O)Nc3cccc4ccccc34)cc2C1=O | 2
Cc1cc(C(=O)Nc2cccc3c2O[C@@H](CN(C)Cc2ccc4c(c2)OCO4)[C@H](C)CN([C@@H](C)CO)C3=O)n(C)n1 | 5
C[C@@H]1CN([C@H](C)CO)C(=O)c2cccc(NS(=O)(=O)c3cn(C)cn3)c2O[C@@H]1CN(C)Cc1ccccc1 | -11
O=C(CSc1nnc(-c2cccs2)n1-c1ccccc1Cl)Nc1cccc(C(=O)O)c1 | -11
CCCc1cc(=O)[nH]c(SCC(=O)Nc2cc(C)cc(C)c2)n1 | 23
NC(=O)C1CCN(C(=O)CN2C(=O)/C(=C/c3ccccc3F)Sc3ccccc32)CC1 | 4
COc1ccc(C)cc1NC(=O)CN(c1ccc(Br)c(C)c1)S(C)(=O)=O | 12
O=C(CN1C(=O)/C(=C\c2ccc(F)cc2)N=C1c1ccccc1)c1ccco1 | 27
CC(=O)Nc1ccc(S(=O)(=O)NCCC(c2ccccc2)c2ccccc2)cc1 | 5
O=C(COc1ccc(N2CC(C(=O)O)CC2=O)cc1)Nc1cccc(C(F)(F)F)c1 (centres undefined) | -7
O=C(CSc1nnc(-c2ccco2)n1-c1ccccc1)c1ccc2c(c1)OCCO2 | -3
O=C1c2ccccc2[C@@]2(Cc3ccccc3N(CCN3CCOCC3)C2=O)[C@H](c2ccc(CO)cc2)N1Cc1ccccc1Cl | 14
Cc1ccc(Nc2nc(Nc3ccc(C)cc3)nc(Sc3ncn[nH]3)n2)cc1 | 24
C[C@@H]1CN([C@H](C)CO)C(=O)c2cccc(NS(=O)(=O)c3ccccc3)c2O[C@H]1CN(C)Cc1ccncc1 | 0
C[C@@H]1CN([C@@H](C)CO)C(=O)c2cc(NC(=O)NC3CCCCC3)ccc2O[C@@H]1CN(C)Cc1ccncc1 | -2
Cc1ccc2c(c1)c1nc3ccccc3nc1n2CCN1CCOCC1 | 78*
C=CCC/C=N/NC(=O)CCCCCCC(=O)O | 11
COC(=O)CCCCCCC(=O)N/N=C/C1=CC[C@H]2C[C@@H]1C2(C)C | 14
Cc1c(C(=O)O)cc(-c2ccccc2)n1CCSc1cc(C(F)(F)F)nc2ccccc12 | 13
SMILES | ROS inducer
C[C@@H]1CN([C@@H](C)CO)C(=O)c2cccc(NC(=O)Nc3ccc(C(F)(F)F)cc3)c2O[C@H]1CN(C)C(=O)Nc1ccc(F)cc1 | 12
COc1ccc(CN(C)C[C@@H]2Oc3ccc(NC(=O)Nc4ccccc4)cc3C(=O)N([C@@H](C)CO)C[C@H]2C)cc1 | -5
C[C@H]1CN([C@@H](C)CO)C(=O)c2cc(NS(=O)(=O)c3cn(C)cn3)ccc2O[C@@H]1CN(C)S(=O)(=O)c1ccc(F)cc1 | -3
C[C@@H]1O[C@@H](O[C@H]2[C@@H](O)[C@@H](C)O[C@@H](O[C@H]3[C@H](O)[C@@H](O)[C@H](O[C@H]4CC[C@@]5(C)C(CC[C@]6(C)C5C=CC5=C7CC(C)(C)CC[C@]7(CO)CC[C@]56C)[C@]4(C)CO)O[C@@H]3CO)[C@@H]2O[C@@H]2O[C@H](CO)[C@@H](O)[C@H](O)[C@H]2O)[C@H](O)[C@H](O)[C@H]1O (some centres undefined) | -3
Cc1ccc(NC(=O)CSc2nc3ccc([N+](=O)[O-])cc3s2)cc1Cl | 10
COc1ccc(S(=O)(=O)N(C)C[C@@H]2Oc3ccc(NS(=O)(=O)c4cccs4)cc3C(=O)N([C@@H](C)CO)C[C@@H]2C)cc1 | 3
C[C@@H]1CN([C@H](C)CO)C(=O)Cc2cc(NC(=O)Nc3ccc4c(c3)OCO4)ccc2O[C@@H]1CN(C)Cc1ccc(Oc2ccccc2)cc1 | 4
CCCc1cnc(N2CCN(S(=O)(=O)c3cccs3)CC2)nc1 | -7
COC(=O)c1c(C)oc2ccc(OCc3ccccc3C)cc12 | 9
C[C@H]1CN([C@@H](C)CO)C(=O)c2cccc(NS(=O)(=O)c3ccc(Cl)cc3)c2O[C@@H]1CN(C)C(=O)Nc1ccc(F)cc1 | 1
CCn1c(SCC(=O)Nc2cc(Cl)c(Cl)cc2Cl)nnc1-c1cccc(C)c1 | 10
C[C@@H]1CN([C@@H](C)CO)C(=O)c2cc(NC(=O)Cn3cnnn3)ccc2O[C@@H]1CN(C)Cc1ccc(C(F)(F)F)cc1 | -7
O=C(COc1ccccc1)NCc1nc2ccccc2n1Cc1ccc(Cl)cc1 | -4
COC(=O)c1ccccc1NC(=O)CSc1nnnn1-c1ccc(C)cc1C | 3
Cc1ccc(S(=O)(=O)N(C)CC(=O)Nc2cccnc2)cc1 | -4
C[C@H]1CN([C@@H](C)CO)C(=O)c2cccc(NC(=O)Nc3ccc4c(c3)OCO4)c2O[C@@H]1CN(C)Cc1ccc2c(c1)OCO2 | 9
COC(=O)c1ccc2c(=O)n(CC3CCCO3)c(SCC(=O)Nc3ccccc3Cl)nc2c1 (centres undefined) | 34
COc1cc(CCC(O)CC(=O)CCc2ccc(O)cc2)ccc1O (centres undefined) | -5
C[C@H]1CN([C@@H](C)CO)C(=O)c2cc(NS(=O)(=O)c3ccccc3)ccc2O[C@H]1CN(C)Cc1ccc(Cl)c(Cl)c1 | 33
COc1ccc2[nH]c3c(=O)n(CC(=O)NC4CCCCCC4)c(=S)[nH]c3c2c1 | -10
COc1ccc(N(Cc2cc3ccccc3[nH]c2=O)C(=O)c2cccc(OC)c2)cc1 | -3
COC(=O)c1cc(C)sc1NC(=S)NC(C)c1cn(C)nc1C (centres undefined) | 7
CNC[C@H]1OCCCC[C@@H](C)Oc2ccc(NC(=O)c3ccccc3)cc2C(=O)N([C@H](C)CO)C[C@@H]1C | -14
CCc1ccc(Nc2cc(C(=O)O)c3ccccc3n2)cc1 | -9
COc1cccc([C@H]2C(C#N)=C(N)C(C#N)(C#N)C3=CCC(C)C[C@@H]32)c1 (some centres undefined) | 72
SMILES | ROS inducer
C[C@@H]1CN([C@H](C)CO)C(=O)Cc2cc(NC(=O)Nc3ccc4c(c3)OCO4)ccc2O[C@@H]1CN(C)C | -2
C[C@H](CO)N1C[C@H](C)[C@H](CN(C)S(C)(=O)=O)Oc2ccc(NC(=O)Cn3cnnn3)cc2C1=O | 0
C=C(C)c1cccc(C(C)(C)NC(=O)N2CCC(C)CC2)c1 | -11
C[C@@H]1CN([C@H](C)CO)C(=O)c2cccc(NC(=O)c3ccc(-c4nccs4)cc3)c2O[C@@H]1CN(C)S(=O)(=O)c1cccs1 | 1
Nc1nc(SCC(=O)c2ccccc2)nc2sc3c(c12)CCC3 | -10
CN(CCOc1ccc(CC2SC(=O)NC2=O)cc1)c1ccccn1 (centres undefined) | 6
Cc1ccc(CN2C(=O)C(O)(CC(=O)c3c(C)coc3C)c3cc(Cl)ccc32)cc1 (centres undefined) | 3
C[C@H](CO)N1C[C@H](C)[C@H](CN(C)S(=O)(=O)c2cn(C)cn2)Oc2ccc(NC(=O)Nc3ccc(F)cc3)cc2CC1=O | -1
CCNc1nc(SCC(=O)NC(=O)NCc2ccccc2)nc2sc3c(c12)CCN(C)C3 | 33
COc1ccc(-c2oc3ccc(OC)cc3c(=O)c2O)c(OC)c1 | -9
O=C(CSc1nc(-c2ccccc2)cc(C(F)(F)F)n1)c1ccc(Br)cc1 | 37
Cc1ccccc1NS(=O)(=O)c1ccc(NC(=O)c2nc3ncccn3n2)cc1 | 4
COc1ccc(NC(=O)Nc2ccc3c(c2)C(=O)N([C@@H](C)CO)C[C@@H](C)[C@H](CN(C)CC2CCCCC2)O3)cc1 | -1
Cc1ccccc1NC(=O)NC(=O)CC#N | -16
COC(=O)c1scc2c(Sc3ccc(Cl)cc3)cc(C(F)(F)F)nc12 | 2
CCC(=O)Nc1ccc2c(c1)N(CC)C(C)(C)CC2C (centres undefined) | 11
C[C@@H]1CN([C@H](C)CO)C(=O)Cc2cc(NS(=O)(=O)c3ccc(F)cc3)ccc2O[C@@H]1CN(C)Cc1ccc(C(=O)O)cc1 | -5
CC(C)NCC(O)COc1cccc2[nH]ccc12 (centres undefined) | -20
C[C@@H]1CN([C@@H](C)CO)C(=O)c2cccc(NC(=O)Nc3ccc4c(c3)OCO4)c2O[C@@H]1CN(C)Cc1ccncc1 | -3
Cc1ccc(S(=O)(=O)Nc2ccc3c(c2)CC(=O)N([C@@H](C)CO)C[C@H](C)[C@@H](CN(C)S(=O)(=O)c2ccc(C)cc2)O3)cc1 | 11
Cc1ccccc1OCC(=O)NCC(=O)O | -14
Cc1cc2ncn(CC(O)COc3c(C)cccc3C)c2cc1C (centres undefined) | 0
CC(C)(C)c1oc(C(=O)Nc2ccc3c(c2)oc2ccccc23)cc1COCC(F)(F)F | 24
C[C@@H]1CN([C@H](C)CO)C(=O)Cc2cc(NC(=O)Nc3ccc(C(F)(F)F)cc3)ccc2O[C@@H]1CN(C)C(=O)NC1CCCCC1 | 29
O=C(Cn1ccc([N+](=O)[O-])n1)NCc1cccnc1 | -7

An excerpt of these results, with tabs:
SMILES	ROS inducer
COc1ccc(NC(=O)Nc2ccc3c(c2)C(=O)N([C@@H](C)CO)C[C@@H](C)[C@H](CN(C)CC2CCCCC2)O3)cc1	-1
Cc1ccccc1NC(=O)NC(=O)CC#N	-16

An excerpt of these results, as tab-separated lines.
canonical_smiles	ROS inducer
Cc1ccc(NC(=O)COc2ccccc2)c(NC(=O)c2ccc(Cl)cc2)c1	-19
C[C@H](CO)N1C[C@H](C)[C@H](CN(C)S(C)(=O)=O)Oc2ccc(NC(=O)Cn3cnnn3)cc2C1=O	0

Remaining list, next part
SMILES | ROS inducer
C[C@@H]1CCCCO[C@H](CN(C)C(=O)Nc2ccc(F)cc2)[C@@H](C)CN([C@H](C)CO)C(=O)c2cc(NC(=O)c3ccccc3)ccc2O1 | 11
CSC(=NS(=O)(=O)c1ccccc1)SC | -11
CCS(=O)(=O)C(=C(Nc1ccccc1)Nc1ccccc1)S(=O)(=O)CC | 70
CCc1nn(CC(=O)NC2CC2)c(=O)c2cc3occc3n12 | 15
Cc1ccc(OCC(=O)NC(=S)Nc2cc(-c3nc4ncccc4o3)ccc2C)cc1 | 5
C[C@H](CO)N1C[C@H](C)[C@@H](CN(C)S(=O)(=O)c2ccccc2)Oc2c(cccc2N(C)C)C1=O | -6
CCOC(=O)c1c(C)n(OCc2ccccc2)c2ccc3nonc3c12 | -10
COc1ccc(NC(=O)N(C)C[C@@H]2Oc3ccc(NC(=O)Nc4ccc(C(F)(F)F)cc4)cc3CC(=O)N([C@H](C)CO)C[C@H]2C)cc1 | -8
COc1ccc(NC(=O)C23CC4CC(C2)CC(C(=O)Nc2ccc(OC)cc2OC)(C4)C3)c(OC)c1 | 69
C[C@@H]1CN([C@@H](C)CO)C(=O)Cc2cc(NC(=O)CCN3CCOCC3)ccc2O[C@@H]1CN(C)S(C)(=O)=O | -12
Cn1c(=NC(=O)CCSc2ccccc2)sc2cc(Cl)ccc21 | -3
O=C(NO)c1cccc(C(=O)N/N=C/c2cc(F)ccc2O)c1 | -10
C[C@@H]1CCCCO[C@@H](CN(C)CC2CCCCC2)[C@@H](C)CN([C@H](C)CO)C(=O)c2cc(NS(=O)(=O)c3ccccc3)ccc2O1 | 26
COc1ccc(CN(C)C[C@@H]2OCCCC[C@@H](C)Oc3ccc(NC(=O)NC(C)C)cc3C(=O)N([C@H](C)CO)C[C@@H]2C)cc1 | 13
C[C@H](CO)N1C[C@H](C)[C@H](CN(C)CC2CC2)Oc2ccc(NS(=O)(=O)c3ccc(F)cc3)cc2CC1=O | 10
C[C@@H]1CN([C@@H](C)CO)C(=O)Cc2cc(NS(=O)(=O)c3cn(C)cn3)ccc2O[C@@H]1CN(C)C(=O)Nc1cccc2ccccc12 | -10
O=C1Nc2ccccc2S/C1=C\c1cccc(Cl)c1 | -9
CCN(CC(=O)Nc1ccc(C(N)=O)cc1)S(=O)(=O)c1ccc(F)cc1 | 5
N#Cc1cn(C2CC2)c(=O)n(Cc2ccccc2)c1=O | -11
C[C@H]1CN([C@@H](C)CO)C(=O)c2cccc(NC(=O)c3ccncc3)c2O[C@@H]1CN(C)S(C)(=O)=O | -6
Cc1noc(C)c1S(=O)(=O)N(C)C[C@H]1Oc2c(NC(=O)C3CC3)cccc2C(=O)N([C@@H](C)CO)C[C@H]1C | -10
C[C@H]1CN([C@@H](C)CO)C(=O)Cc2cc(NC(=O)CCCCCC(=O)Nc3ccccc3N)ccc2O[C@H]1CN(C)CC1CCCCC1 | 7

6 records picked at random from the list so far, as already listed:
SMILES | ROS inducer
Cn1c(=NC(=O)CCSc2ccccc2)sc2cc(Cl)ccc21 | -3
O=C(NO)c1cccc(C(=O)N/N=C/c2cc(F)ccc2O)c1 | -10
CCN(CC(=O)Nc1ccc(C(N)=O)cc1)S(=O)(=O)c1ccc(F)cc1 | 5
C[C@@H]1CCCCO[C@H](CN(C)C(=O)Nc2ccc(F)cc2)[C@@H](C)CN([C@H](C)CO)C(=O)c2cc(NC(=O)c3ccccc3)ccc2O1 | 11
C[C@@H]1CCCCO[C@@H](CN(C)CC2CCCCC2)[C@@H](C)CN([C@H](C)CO)C(=O)c2cc(NS(=O)(=O)c3ccccc3)ccc2O1 | 26
CCOC(=O)c1c(C)n(OCc2ccccc2)c2ccc3nonc3c12 | -10

An excerpt; rates above refer to the full screens.
